Source: PubChem BioAssay
RmlCD inh 1536 – M. tuberculosis RmlC/RmlD coupled enzyme inhibitors, primary screen, biochemical, compound mixtures, 384-well, from 1536-well plates | inhibition, % at 3.6 µM | RmlC+RmlD coupled enzyme assay, percent inhibition; primary screen in compound mixtures | hit rate 0.03% among 160,000 | dTDP-4-dehydrorhamnose reductase (Mycobacterium tuberculosis (strain ATCC 25618 / H37Rv)) …; in the data active means inhibition mostly above about 34%, no sharp cut-off; further: some results filed as inactive read as strong as hits
Target sequence (P9WH09 whole entry, looked up): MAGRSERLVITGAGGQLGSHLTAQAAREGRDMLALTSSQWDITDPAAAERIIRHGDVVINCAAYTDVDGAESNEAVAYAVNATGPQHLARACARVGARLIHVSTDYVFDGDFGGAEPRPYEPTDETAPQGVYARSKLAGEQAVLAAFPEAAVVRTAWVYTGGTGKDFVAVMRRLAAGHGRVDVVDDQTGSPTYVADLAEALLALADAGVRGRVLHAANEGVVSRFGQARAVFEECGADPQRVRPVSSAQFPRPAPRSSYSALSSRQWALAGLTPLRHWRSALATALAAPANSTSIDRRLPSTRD
Target sequence (P9WH11 whole entry, looked up): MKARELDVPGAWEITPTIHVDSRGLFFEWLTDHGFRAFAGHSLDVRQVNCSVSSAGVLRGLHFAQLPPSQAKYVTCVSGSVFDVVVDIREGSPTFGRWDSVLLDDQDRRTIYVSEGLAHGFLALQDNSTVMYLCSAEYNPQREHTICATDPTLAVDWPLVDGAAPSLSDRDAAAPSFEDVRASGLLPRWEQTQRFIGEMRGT
M. tuberculosis GlmU – inhibition of mycobacterial GlmU enzyme – biochemical, glucosamine-1-phosphate acetyltransferase (AID 1376). M. tuberculosis GlmU acetyltransferase enzyme assay; higher % means a stronger effect. inhibition, %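 (tested at 30 µM in the primary screen)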, or IC50 in µM where a hit was titrated. Bifunctional protein GlmU (Mycobacterium tuberculosis (strain ATCC 25618 / H37Rv)). hit rate 0.25% among 220,000; in the data active means inhibition above about 13%;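 further: 0% = complete reaction with vehicle and 100% = reaction without substrate; strong numbers were not always called active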
Numbers without * were called inactive; nt = not tested or not shown. These rows are one share of the data; rates above refer to the full screens.

SMILES	RmlCD inh 1536	M. tuberculosis GlmU
CCOC(=O)c1c(C)c(C(=O)NC(C)COC)c(C)n1C (configuration not stated)	51	1.3%
CCOc1ccc(C2CC(=O)NC(SC)=C2C#N)cc1 (configuration not stated)	nt	4.2%
Cc1cc([N+](=O)[O-])c2ccccc2[n+]1[O-]	4	-1.0%
CCSc1nc(C)c(C(C)=O)cc1C#N	1	0.4%
C=CCOC(=O)C1=C(C)NC(SCC(N)=O)=C(C#N)C1c1ccc(C)cc1 (configuration not stated)	3	5.5%
Cc1onc(-c2ccccc2Cl)c1C(=O)N1CCN(c2ncccn2)CC1	-1	-3.7%
O=C(C/C=N\OCc1ccc([N+](=O)[O-])cc1)Nc1ccc(Cl)cc1	-5	-1.1%
COc1ccc(-n2nc3c(c2NC(=O)c2c(-c4ccccc4Cl)noc2C)CS(=O)(=O)C3)cc1	3	nt
Cc1ccccc1C(=O)N/N=C/c1ccsc1C	1	7.6%
COc1nn(C(C)C(=O)N2N=C(C(F)F)CC2(O)C(F)F)cc1[N+](=O)[O-] (configuration not stated)	nt	1.5%
Cc1c(C(=O)O)nnn1-c1nonc1N	-11	-0.1%
NS(=O)(=O)c1ccc(CCNC(=O)COC(=O)CN2C(=O)C3CCCCC3C2=O)cc1 (configuration not stated)	-1	-0.7%
Cc1cccc(/C=N/Nc2cc(N3CCOCC3)nc(N3CCOCC3)n2)c1	-3	-5.0%
O=C(Cn1nc(C(=O)O)c2ccccc2c1=O)NCC1CCCO1 (configuration not stated)	nt	-0.3%
CCNC(=S)NNC(=O)c1csc2ccccc12	-20	2.6%
COc1ccc(CN2C(=O)CS(=O)CC2=O)cc1OC	3	-4.4%
Clc1ccc(/C=N/c2c(-c3ccco3)nc3ccccn23)cc1	nt	-4.9%
COCCCNC(=S)N1CCCC(c2nc3cc(C)c(C)cc3[nH]2)C1 (configuration not stated)	0	-6.0%
CC(=O)N1CCN(S(=O)(=O)c2cccc(C(=O)OCC(=O)N3CC(=O)Nc4ccccc43)c2)CC1	6	-1.6%
CC(C)c1ccc(CCNC(=O)c2ccc([N+](=O)[O-])cc2)cc1	14	-0.4%

Single values from above:
M. tuberculosis GlmU, `CCNC(=S)NNC(=O)c1csc2ccccc12` stands at 2.6%
M. tuberculosis GlmU, `COc1ccc(CN2C(=O)CS(=O)CC2=O)cc1OC` stands at -4.4%

Carrying on.
SMILES	RmlCD inh 1536	M. tuberculosis GlmU
Cc1noc(/C=C/c2ccco2)c1S(=O)(=O)N1CCC(C(=O)N(C)Cc2ccccc2)CC1	nt	2.8%
Cc1cc2c(c(=O)n1CC1CCCO1)C(c1ccc3c(c1)OCO3)C(C#N)=C(N)O2 (configuration not stated)	6	0.1%
CC1CCN(S(=O)(=O)c2ccc(C(=O)NCc3ccc4c(c3)OCO4)cc2)CC1	10	1.7%
Clc1ccc(OCCCn2cncn2)cc1Cl	8	nt
Cc1cccc(C(=O)Nc2ccc(C(=O)/C=C/c3cccs3)cc2)c1	-2	4.6%
O=C(CC1NC(=O)NC1=O)NC1(C(=O)NC2CCCCC2)CCCCC1 (configuration not stated)	2	-0.9%
Fc1ccccc1-c1csc(=Nc2cccnc2)n1CCCn1ccnc1	1	-5.3%
CC(N=Cc1ccccc1O)c1ccccc1 (configuration not stated)	nt	-0.9%
Cc1ccccc1-n1nc2c(c1NC(=O)c1ccc(S(=O)(=O)N(C)C)cc1)CSC2	-5	3.5%
CC(=O)Nc1cccc(/C(C)=N/NC(=O)c2ccc(CN3CCOCC3)cc2)c1	5	2.1%
COC(=O)C1=C(C)N(Cc2ccccc2)C(=O)N[C@H]1CCc1ccccc1	nt	-2.5%
Cc1ccc(S(=O)(=O)NNC(=O)C2CC=CCC2C(=O)O)cc1 (configuration not stated)	nt	-2.2%
O=C1N(Cc2cccnc2)C[C@@H]2C[C@@H](c3ccc4nsnc4c3)N3CCC[C@@]123	nt	1.0%
Cc1ccc(NS(=O)(=O)c2ccc(CCC(=O)NCCCOC(C)C)cc2)cc1	nt	0.2%
C=CCn1c(C(C)NC(=O)c2ccccc2C)n[nH]c1=S (configuration not stated)	3	-0.6%
Fc1ccc(NC(=S)N2CCCC2)cc1	nt	0.2%
Cc1ccc(-n2c(SCC(=O)N(C)C3CCS(=O)(=O)C3)nc3ccccc3c2=O)cc1 (configuration not stated)	-14	8.5%
Clc1ccc(CSc2cc3c(nn2)-c2ccccc2CC3)cc1Cl	-1	1.4%
Cc1c(NC2=NC3(CCCCC3)Cc3ccccc32)c(=O)n(-c2ccccc2)n1C	8	-0.2%
COc1cccc(N/C(SC)=C(/C#N)C(=O)NCc2cccs2)c1	5	-6.1%
C=CCn1c(C(CC(C)C)CC(C)O)n[nH]c1=S (configuration not stated)	-11	-0.6%
CCOC(=O)C(C)Sc1nc(-c2ccco2)cc(C(F)(F)F)c1C#N (configuration not stated)	nt	-2.4%
COC(=O)[C@@H]1C[C@@]2(O)[C@@H](O)[C@@H](O)[C@@H](O)C[C@H]2N1Cc1ccc(C)s1	-11	5.1%
CCOC(=O)N1CCN(C(=O)C2CCN(S(=O)(=O)c3ccccc3)CC2)CC1	1	3.3%
CCOc1ccc(N(CC(=O)Nc2c(C)n(C)n(-c3ccccc3)c2=O)S(=O)(=O)c2ccccc2)cc1	11	2.3%
Cc1c(NC(=O)Nc2ccc(Cl)cc2Cl)c(=O)n(-c2ccccc2)n1C	nt	1.1%
O=C(NC1CCCCCCC1)c1cc(F)c(F)cc1Cl	4	0.7%
CC(O)CNc1nc2c(c(=O)n(C)c(=O)n2C)n1Cc1cccc(C(F)(F)F)c1 (configuration not stated)	-5	2.9%
CCC(C)C(=O)Nc1cc(C(=O)OC)cc(C(=O)OC)c1 (configuration not stated)	15	-2.0%
CCOC(=O)N1CCN(C(=O)CSCC(=O)Nc2nc(-c3ccc4c(c3)OCO4)cs2)CC1	nt	0.1%
CC(=O)c1cccc(N(CC(=O)Nc2cc(C)cc(C)c2)S(C)(=O)=O)c1	4	1.7%
COc1ccc(NC(=O)CSc2nccn2C)c([N+](=O)[O-])c1	7	3.1%
CSCC[C@H](NC(=O)C(C)Oc1ccc(Cl)cc1)c1nc2ccccc2[nH]1 (some centres not stated)	-13	3.0%
CCOC(=O)N1CCN(C(=O)c2ccc3c(=O)n4c(nc3c2)CCCCC4)CC1	4	0.0%
CC1CCN(S(=O)(=O)c2ccc3c(c2)oc(=O)n3CC(=O)NCc2ccc3c(c2)OCO3)CC1	-2	-2.8%
O=C(Oc1ccc(F)cc1C(=O)/C=C/c1cccs1)c1cccc([N+](=O)[O-])c1	nt	-4.4%
CCCN(CCC)CC(O)Cn1c2ccccc2c2ccccc21 (configuration not stated)	-2	3.0%
CC(C)CNC(=O)c1cc([N+](=O)[O-])ccc1N1CCCCC1	-14	1.6%
COC(=O)c1ccc(C(C(=O)NC2CCCCC2)N(Cc2ccc(F)cc2)C(=O)Cc2cccs2)cc1 (configuration not stated)	3	7.9%
CCC(C)(C)n1nnnc1C(c1cccs1)N1CCN(Cc2ccccc2)CC1 (configuration not stated)	-4	3.0%
O=C(N/N=C/c1ccc(-c2ccccc2[N+](=O)[O-])o1)c1cncc(Br)c1	-8	-0.6%
Cc1ccc(-n2cc(C(C)(C)C)[nH]c2=S)cc1	nt	4.4%
Cc1ccc(S(=O)(=O)NNC(=O)c2ccccc2O)cc1	-12	3.3%
CCOC(=O)Cn1c(N2CCOCC2)nc2c1c(=O)[nH]c(=O)n2C	nt	-1.5%
O=C1c2ccccc2-c2ccc(C(=O)N3CCOCC3)cc21	nt	1.3%
Cc1ccc(/C=N/N=C2/NC(=O)C(CC(=O)Nc3ccc(Cl)cc3)S2)o1 (configuration not stated)	24	-6.9%
CS(=O)(=O)N(CC(=O)NCCc1ccccc1)C1CCCCC1	11	1.1%
CC1CCCC(NC(=O)COC(=O)[C@@H]2CC(O)CN2S(=O)(=O)c2ccc3c(c2)OCCO3)C1C (some centres not stated)	-8	-6.0%
O=C(CSc1nc2ccccc2n1-c1ccccc1)NCC1CCCO1 (configuration not stated)	100	2.6%
Nc1nnc(-c2ccccc2)c(-c2ccccc2)n1	nt	2.3%
Fc1ccc(-c2nnc(SCc3ncc(-c4ccccc4)o3)n2CC2CCCO2)cc1 (configuration not stated)	15	-1.8%
CC1CCN(C(=S)Nc2ccc3nc4n(c(=O)c3c2)CCCCC4)CC1	0	3.9%
COc1ccccc1N(C)S(=O)(=O)c1ccc(C(=O)O)cc1	2	-4.9%
Cc1cc(C)n(-c2nc(NC(C)C)nc(NC(C)C)n2)n1	nt	-3.1%
CC(C)(C)C1CCC(=NNC(=O)c2cc(-c3ccccc3)n[nH]2)CC1 (configuration not stated)	-7	-2.7%
COc1ccc([N+](=O)[O-])cc1NC(=O)c1ccc(CN(c2ccc(C)c(C)c2)S(C)(=O)=O)cc1	-11	3.3%
CC(=O)c1cccc(NC(=O)c2ccc(N(Cc3ccccc3C)S(C)(=O)=O)cc2)c1	nt	-1.1%
Cc1ccc(C(=O)OCC(=O)NC(=O)c2cccn2C)cc1	nt	1.5%
N#Cc1ccc(C23CC4(C2)[C@H](CN(CC2CCCCC2)[C@@H]4c2ccccc2)C3c2ccc(Cl)nc2)cc1 (some centres not stated)	nt	3.4%
CC(C)NCCCOc1ccc(Cl)cc1Br	18	-4.5%

Shown with bars between the fields: part of the list above
smiles | RmlCD inh 1536 | M. tuberculosis GlmU
O=C(N/N=C/c1ccc(-c2ccccc2[N+](=O)[O-])o1)c1cncc(Br)c1 | -8 | -0.6%
Cc1ccc(-n2cc(C(C)(C)C)[nH]c2=S)cc1 | nt | 4.4%
Cc1ccc(S(=O)(=O)NNC(=O)c2ccccc2O)cc1 | -12 | 3.3%
CCOC(=O)Cn1c(N2CCOCC2)nc2c1c(=O)[nH]c(=O)n2C | nt | -1.5%
O=C1c2ccccc2-c2ccc(C(=O)N3CCOCC3)cc21 | nt | 1.3%
Cc1ccc(/C=N/N=C2/NC(=O)C(CC(=O)Nc3ccc(Cl)cc3)S2)o1 (configuration not stated) | 24 | -6.9%
CS(=O)(=O)N(CC(=O)NCCc1ccccc1)C1CCCCC1 | 11 | 1.1%
CC1CCCC(NC(=O)COC(=O)[C@@H]2CC(O)CN2S(=O)(=O)c2ccc3c(c2)OCCO3)C1C (some centres not stated) | -8 | -6.0%
O=C(CSc1nc2ccccc2n1-c1ccccc1)NCC1CCCO1 (configuration not stated) | 100 | 2.6%
Nc1nnc(-c2ccccc2)c(-c2ccccc2)n1 | nt | 2.3%
Fc1ccc(-c2nnc(SCc3ncc(-c4ccccc4)o3)n2CC2CCCO2)cc1 (configuration not stated) | 15 | -1.8%
CC1CCN(C(=S)Nc2ccc3nc4n(c(=O)c3c2)CCCCC4)CC1 | 0 | 3.9%
COc1ccccc1N(C)S(=O)(=O)c1ccc(C(=O)O)cc1 | 2 | -4.9%
Cc1cc(C)n(-c2nc(NC(C)C)nc(NC(C)C)n2)n1 | nt | -3.1%
CC(C)(C)C1CCC(=NNC(=O)c2cc(-c3ccccc3)n[nH]2)CC1 (configuration not stated) | -7 | -2.7%
COc1ccc([N+](=O)[O-])cc1NC(=O)c1ccc(CN(c2ccc(C)c(C)c2)S(C)(=O)=O)cc1 | -11 | 3.3%

Carrying on:
SMILES	RmlCD inh 1536	M. tuberculosis GlmU
N#CCCN1CCN(S(=O)(=O)c2ccc(S(=O)(=O)N3CCCC3)cc2)CC1	4	4.1%
COCCn1cnc2c1c(=O)n(CC(=O)Nc1cc(C)on1)c(=O)n2Cc1ccccc1	-2	-1.5%
O=C(Nc1nnc(C(F)(F)F)s1)c1c(F)cccc1F	-11	5.7%
CCCN1CCC(=NNc2ccc(S(N)(=O)=O)cc2[N+](=O)[O-])CC1	-9	6.1%
Cc1cccc(C)c1NC(=O)N1C(C(=O)O)CSC1C(=O)O (configuration not stated)	nt	-5.5%
Cc1ccc2c(c1)C1(C)C(C(C)(C)N2C=O)C1(Cl)Cl (configuration not stated)	25	-2.1%
CC(Oc1ccc(Cl)cc1)C(=O)NCCCn1ccnc1 (configuration not stated)	nt	-3.0%
CC(C)CC(COCc1cccc(Cl)c1)N1CCN(C(=O)c2ccc(C(F)(F)F)cc2)CCC1=O (configuration not stated)	nt	0.6%
CC(C)OC(=O)C1C(=O)CC(C)(O)C(C(=O)OC(C)C)C1c1ccc(F)cc1 (configuration not stated)	0	-0.7%
N#CC1=C(N)N(c2ccc(Cl)c(Cl)c2)C(=O)C1	16	-0.4%
O=C(C[n+]1cccc(/C=N/O)c1)N1CCCCCC1	-7	4.9%
CC1C/C(=N/NC(=O)c2cccc(F)c2)c2ccc(O)cc2C1 (configuration not stated)	nt	-4.3%
O=C(/C(=N\Nc1ccccc1)Sc1nnnn1-c1ccccc1)c1ccccc1	nt	0.6%
O=P(O)(O)C12CC3CC(CC(C3)C1)C2	-4	-1.9%
COC(=O)C1C(c2ccc(N(C)C)cc2)C(C(=O)OC)S(=O)(=O)CS1(=O)=O (configuration not stated)	19	-8.8%
CN(C1CCCC1)C1CCN(C(=S)Nc2cc(F)cc(F)c2)CC1	18	-2.8%
CCN(CC)N=Nc1ccc(S(N)(=O)=O)cc1	-6	7.2%
C=C(C(=O)O)C(CCCCCC)C(=O)O (configuration not stated)	-2	-0.5%
Cc1cc(=O)oc2cc(OCC(=O)N3CCc4ccccc4C3)ccc12	nt	1.4%
CCC(NC(=O)Nc1ccc(O)cc1)(C(F)(F)F)C(F)(F)F	-10	1.7%
O=C(NCc1nnc(SCc2ccccc2)n1-c1ccc(F)cc1)C12CC3CC(CC(C3)C1)C2	11	0.1%
